# Assay outcomes from PubChem.
# TCR CD3 inh = blocks the human TCR-CD3 interaction. TAMRA-labeled TCR probe fluorescence, biochemical. 360,000 tested, 0.37% active. AID 651800. inhibition, % at 9.4 µM; in the data active = inhibition above about 19%;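 also: recombinant mutant TCR 2C K166C tagged with TAMRA read by polarization; 0% = receptor in buffer alone and 100% = receptor with positive control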
# UHRF1 binding = UHRF1 methyl-DNA binding inhibition. Q96T88. 370,000 tested, 0.75% active. inhibition, % at 4.4 µM. UHRF1 binding to methylated oligo, TR-FRET. AID 687016; in the data active = inhibition above about 21%;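 also: UHRF1 SRA domain binding a hemimethylated CpG hairpin DNA probe; 0% = median of test compound wells and 100% = reference inhibitor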
# HTRA1 inhibitor = inhibitors of human serine peptidase HTRA1; inhibition, % at 5.96 µM; 340,000 tested, 0.5% active; recombinant HTRA1, FP-rhodamine activity-based probe, fluorescence polarization; in the data active = inhibition above about 36%;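 also: 0% = enzyme with DMSO and 100% = wells lacking enzyme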
# Target sequence (Q92743 whole entry, looked up): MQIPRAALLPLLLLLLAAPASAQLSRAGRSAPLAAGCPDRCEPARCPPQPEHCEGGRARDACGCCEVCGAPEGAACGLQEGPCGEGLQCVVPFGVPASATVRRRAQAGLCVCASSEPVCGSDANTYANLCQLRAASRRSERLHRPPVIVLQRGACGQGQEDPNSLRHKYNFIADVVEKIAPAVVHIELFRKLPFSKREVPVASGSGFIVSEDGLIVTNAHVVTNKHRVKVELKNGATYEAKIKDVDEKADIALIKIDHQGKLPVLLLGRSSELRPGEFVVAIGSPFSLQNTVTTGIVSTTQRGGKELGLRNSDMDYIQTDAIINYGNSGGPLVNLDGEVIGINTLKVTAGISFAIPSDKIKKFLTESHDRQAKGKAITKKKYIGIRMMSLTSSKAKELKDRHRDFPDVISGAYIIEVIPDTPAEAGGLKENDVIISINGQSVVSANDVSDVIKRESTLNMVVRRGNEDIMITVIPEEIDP
# ABHD4 inh = inhibits mouse alpha/beta hydrolase domain 4. Q8VD66. purified mABHD4, FP-Rh probe fluorescence polarization. inhibition, % at 8.92 µM. 370,000 tested, 0.54% active. AID 720543;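 active = inhibition exceeding the mean over every tested compound plus 3 SD, cut at about 30% in these data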;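 also: 0% = plate median of compound wells and 100% = S159A mutant with DMSO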
#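 Assay system: Wild-type mouse ABHD4 protein | Medium: HEPES pH 7.0 buffer, 150 mM NaCl, 0.01% Pluronic F-127 | Incubation: Enzyme–compound pre-incubation 45 min, then probe 60 min, both 25 °C | Technique: Fluorescence polarization with parallel and perpendicular emission, 525/598 nm | Evaluation: % inhibition of FP-Rh probe binding versus controls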
# LEDGF integ inh = blocks HIV-1 LEDGF/p75-dependent DNA integration | TR-FRET IN-LEDGF/p75 DNA integration, Eu/Cy5 | inhibition, % at 3.7 µM | AID 743269 | 370,000 tested, 0.64% active;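 active = inhibition above the screen-wide mean plus 3 SD, cut at about 13% in these data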;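 also: signal is the Cy5 over europium emission ratio at 671 and 618 nm; 0% = plate median of compound wells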
# PRMT1 inh = blocks human protein arginine methyltransferase 1; Q99873; recombinant PRMT1, activity-based probe fluorescence polarization; inhibition, % at 2.79 µM; 370,000 tested, 1.3% active; AID 652257;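 active = inhibition above about 21% made by adding two undisclosed values, limit read from the data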
# Target sequence (Q99873 whole entry, looked up): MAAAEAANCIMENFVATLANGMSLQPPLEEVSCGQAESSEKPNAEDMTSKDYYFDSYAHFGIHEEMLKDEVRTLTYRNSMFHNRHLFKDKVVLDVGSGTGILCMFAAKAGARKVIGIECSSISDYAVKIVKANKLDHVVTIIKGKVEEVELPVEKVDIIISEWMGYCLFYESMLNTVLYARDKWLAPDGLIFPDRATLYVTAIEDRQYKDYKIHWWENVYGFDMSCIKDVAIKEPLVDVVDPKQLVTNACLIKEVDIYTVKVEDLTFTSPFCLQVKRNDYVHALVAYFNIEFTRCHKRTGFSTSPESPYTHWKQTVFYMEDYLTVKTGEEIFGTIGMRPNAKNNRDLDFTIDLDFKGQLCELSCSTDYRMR
# PG9 Ab binder = binds the HIV-1 gp120 antibody PG9; inhibition, % at 6.7 µM; TR-FRET gp120-PG9 antibody binding; 360,000 tested, 0.43% active; AID 624416; in the data active = inhibition above about 8.5%
# SIAE inh = human SIAE inhibition, primary screen; Q9HAT2; SIAE FP-Rh probe binding, fluorescence polarization; inhibition, % at 9.66 µM; 370,000 tested, 0.69% active;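 active = inhibition above a cutoff: mean of compounds within the control limits plus 3 SD of those, cut at about 17% in these data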;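 also: 0% = plate median of compound wells and 100% = probe without SIAE protein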
# DDE Tn7 FP inh = disrupts Tn7 cyclic peptide binding to fibrin D-Dimer-E complex. P02675. FP displacement of FITC-Tn7 peptide from fibrin DD(E); 0% = median of compound wells per plate. inhibition, % at 8.3 µM. 370,000 tested, 0.13% active;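 active = inhibition above the mean of compounds falling within the control limits plus 3 SD of them, cut at about 14% in these data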;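 also: 0% = plate median of compound wells and 100% = 10 µM Aha-Tn7 peptide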
#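 Test system: human clot-derived fibrin DD(E) complex / Quantity: 2 µM final DD(E) protein / Incubation: 10 min plus 3 h, room temperature / Measured by: fluorescence polarization / Benchmarks: high control of 10 µM Aha-Tn7 peptide / Replicates: singlicate testing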
# TDP2 absorb = TDP2 (human) inhibition, absorbance primary screen. O95551. recombinant TDP2, T5PNP hydrolysis, p-nitrophenol absorbance 415 nm. inhibition, % at 12.8 µM. 370,000 tested, 0.34% active;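 active = inhibition above the mean of all tested compounds plus 3 SD, set per campaign, cut at about 25% in these data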;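 also: 0% = DMSO with enzyme and 100% = buffer with substrate but no TDP2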
#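 Material: recombinant human TDP2; quantity: TDP2 enzyme at 120 nM final; medium: Tris-HCl pH 7.5 with MgCl2; compound: single concentration, 12.8 µM nominal, with 1% DMSO; incubation: 2 h enzyme incubation at 37 °C; signal: epi absorbance; measure: percent inhibition; benchmarks: high control without enzyme, low control DMSO plus TDP2; repeats: singlicate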
# * marks the source's active call; other numbers are inactive results; · = no result given.
no.	TCR CD3 inh	UHRF1 binding	HTRA1 inhibitor	ABHD4 inh	LEDGF integ inh	PRMT1 inh	PG9 Ab binder	SIAE inh	DDE Tn7 FP inh	TDP2 absorb	SMILES
1	10	-4	-3	-4	3	-2	-3.3	9	-5	0	O=C(Cc1ccccc1[N+](=O)[O-])Nc1ccc2c(c1)OCCO2
2	1	0	-8	-3	3	1	-0.2	0	-11	-4	CS(=O)(=O)N(CCc1ccccc1)CC(=O)Nc1ccc(Br)cc1F
3	2	2	·	-13	-5	4	1.6	-8	-2	-9	O=C(Nc1nnc([C@@H]2C[C@H](O)[C@@H](CO)O2)s1)c1cccc2ccccc12
4	-2	0	0	-5	4	0	-2.2	4	5	0	CCN(CC)CCN(C(=O)C1=COCCO1)c1nc2cc3c(cc2s1)OCO3
5	-7	1	-1	1	-2	8	1.2	-3	3	10	Cc1ccc(S(=O)(=O)Nc2cccc(N(C)S(C)(=O)=O)c2)cc1[N+](=O)[O-]
6	3	-8	-20	-7	1	13	-1.6	-2	2	-9	NC(=O)C1=C[C@@H](c2csc3ccccc23)C[C@@H](OCc2ccc(CO)cc2)O1
7	11	-6	1	4	-1	-4	-0.2	-2	3	-3	O=C(CCN1CCOCC1)NNC(=O)Nc1cccc(Cl)c1
8	0	-2	1	-2	-3	1	-1.9	0	4	-5	CC(C)n1ncc2c(C(=O)O)cc(C3CC3)nc21
9	3	16	-18	-5	20*	46*	-1.1	-10	0	-1	CC(C)(C)c1ccc(C(=O)N/C(=C\c2ccco2)C(=O)Nc2ccccc2C(=O)O)cc1
10	1	0	-27	-12	-2	-3	-0.4	-6	2	-9	Cc1ccc(S(=O)(=O)N2CCN(C(=O)CCC(=O)Nc3ccc(Br)c(C)c3)CC2)cc1
11	3	-1	3	-5	0	-6	0.0	8	4	-17	COc1ccc(CNC(=O)C2CCN(C(=O)c3ccco3)CC2)cc1
12	4	6	5	-8	6	0	-3.7	-9	1	-16	COC(=O)N/N=C(\C)c1cccc(C(F)(F)F)c1
13	1	1	-3	0	1	5	-1.3	-5	3	5	CCCCS(=O)(=O)N1CCCC(C(=O)Nc2ccc3c(c2)CCC3)C1 (configuration not stated)
14	-3	-1	1	4	-12	4	-0.8	1	-1	-3	Fc1ccccc1-c1nc2ncccc2o1
15	-3	0	2	2	1	6	-1.0	3	-7	-24	COc1ccc(O)c(CN2CCC(n3nccc3NC(=O)c3ccccc3Cl)CC2)c1
16	2	-3	-10	-10	1	-1	-1.9	0	9	-5	COc1ccc(C(=O)Cn2nnc(-c3ccccc3F)n2)cc1
17	5	-1	-23	-28	-3	-1	-0.5	-25	10	23	N#CCC(=O)Nc1ccc(C(=O)N2CCN(S(=O)(=O)c3ccc4ccccc4c3)CC2)cc1
18	3	0	0	1	0	0	-0.2	6	-5	3	Cn1c(CNC(=O)c2ccc3c(c2)OCO3)nnc1SCC(=O)Nc1ccccc1F
19	-12	0	7	9	-8	2	1.3	3	1	-5	O=C(CCN1CCCCC1)N/N=C/c1c[nH]c2ccccc12
20	10	2	-10	-5	1	-6	-1.8	-8	5	-7	CC(NCc1ccccc1O)c1ccccc1 (configuration not stated)

# Reprinted from the part before: two compounds, then new ones.
no.	TCR CD3 inh	UHRF1 binding	HTRA1 inhibitor	ABHD4 inh	LEDGF integ inh	PRMT1 inh	PG9 Ab binder	SIAE inh	DDE Tn7 FP inh	TDP2 absorb	SMILES
19	-12	0	7	9	-8	2	1.3	3	1	-5	O=C(CCN1CCCCC1)N/N=C/c1c[nH]c2ccccc12
20	10	2	-10	-5	1	-6	-1.8	-8	5	-7	CC(NCc1ccccc1O)c1ccccc1 (configuration not stated)
21	0	-2	2	-3	0	-1	1.0	3	3	-5	N#C/C(=C\c1ccccc1C(F)(F)F)C(=O)Nc1ccccc1
22	3	4	-2	2	4	1	-0.4	1	2	0	CCC(=O)Nc1cccc(NC(=S)NC(=O)c2ccccc2Cl)c1
23	-9	-1	·	-6	4	-2	1.3	2	3	-7	CC1(C(=O)NC2CCCC2)CCN1C(=O)Cc1ccc(-c2ccccc2)cc1 (configuration not stated)
24	1	0	-46	-31	1	-2	1.5	-34	-2	8	C[C@@H]1CN([C@H](C)CO)C(=O)c2cc(NC(=O)Nc3ccc(F)cc3)ccc2O[C@@H](C)CCCCO[C@H]1CN(C)S(=O)(=O)c1cccs1
25	-5	4	7	-1	1	1	0.3	-1	0	0	COc1ccc(S(=O)(=O)N2CCCC(C(=O)NC3CCCCC3)C2)cc1 (configuration not stated)
26	-4	4	-7	1	-1	1	0.6	1	-5	-7	CCOC(=O)Cn1nc(NC(=O)c2cc(OC)cc(OC)c2)cc1C
27	5	0	-3	-2	2	-2	-1.6	1	-3	7	CC(=O)NC(CCS(C)(=O)=O)C(=O)Nc1cc(C)ccc1C (configuration not stated)
28	2	-1	4	7	-1	-2	-2.3	-2	-5	12	COc1ccc(CCNC(=O)CCNC(=O)c2ccco2)cc1OC
29	-4	2	-7	-17	6	0	-1.2	-12	-4	-26	Cc1ccc(C)c(N2N=C(C(=O)Nc3cccc(S(=O)(=O)N4CCCCC4)c3)CCC2=O)c1
30	4	-1	-7	-5	2	73*	1.3	-3	0	-2	NC(=O)SCC(=O)Nc1cccc(Cl)c1
31	2	-6	-5	-6	1	-3	0.6	-1	-2	27*	Cc1[nH]n(-c2ccccc2)c(=O)c1C=NCc1ccncc1
32	2	0	·	-4	3	-1	0.1	3	-4	3	CC1(C(=O)NS(=O)(=O)c2ccccc2Cl)CCN1C(=O)CCc1ccc(Cl)cc1Cl (configuration not stated)
33	-12	0	5	3	-7	2	1.3	-1	-1	6	CCOC(=O)c1[nH]c2ccc(OC)cc2c1NC(=O)CCN1CCc2ccccc2C1
34	-2	0	3	-2	-1	-1	1.1	4	-1	7	C[C@H](OC(=O)n1ccnc1)[C@@H]1O[C@@]2(C)CCC[C@@H]1O2
35	2	1	-4	-5	3	-5	-2.3	2	2	-2	O=C(COc1ccc(Cl)cc1[N+](=O)[O-])N/N=C/c1cccs1
36	7	-4	-2	4	0	1	-2.0	-4	-4	2	CC(/C=N/NC(=O)CN1CCN(Cc2ccc(Cl)cc2)CC1)=C\c1ccco1
37	-6	3	4	-3	1	4	-0.6	-2	3	7	CCOC(=O)N1CCN=C1SCc1ccc(Cl)c(Cl)c1
38	3	0	0	-3	-1	-1	-1.3	-3	3	12	CC(OC(=O)c1ccc(-n2cnnn2)cc1)C(=O)N(C)c1ccccc1 (configuration not stated)
39	0	-1	-1	-3	-1	-1	-0.1	1	4	-13	O=C(CCC(=O)N1CCOc2ccccc21)NCCc1ccccc1
40	4	-6	4	1	-5	-5	-5.1	0	9	-16	CC(C)OC(=O)c1cccnc1SCc1cc(=O)n2ccccc2n1
41	-7	2	-4	3	-1	3	-1.7	3	0	2	NC(=O)C1CCN(c2nc(-c3ccc(F)cc3)cs2)CC1
42	6	-1	2	-8	3	-7	0.0	-3	-6	-3	CC(C)=CCN1CCN(Cc2cn(C(C)C)c3ccccc23)CC1CCO (configuration not stated)
43	-11	5	-5	-26	-3	0	-3.1	-8	3	-1	Oc1ccc(-c2c(-c3ccsc3)sc3ccccc23)cc1
44	4	-1	8	5	4	-1	-1.6	8	-4	-2	O=C(CSc1n[nH]c(-c2ccccc2O)n1)NC1CCCCC1
45	0	2	-3	3	4	1	-4.2	-2	0	-1	CC1=NOC(=O)/C1=C/c1ccc(O)c(Cl)c1
46	20*	-1	34	1	-2	-3	2.7	-2	-2	-10	CC1=NN(C(=O)CSCc2ccccc2)C(O)(c2ccc(Cl)cc2)C1 (configuration not stated)
47	6	1	-13	7	-1	1	1.8	1	-2	2	COc1ccc(OC)c(-c2csc(N(CC3CCCO3)C(=O)Cc3ccccc3)n2)c1 (configuration not stated)

# Single values from the results shown:
# Entry for `CCOC(=O)N1CCN=C1SCc1ccc(Cl)c(Cl)c1` under TCR CD3 inh: -6
# Entry for `Cc1ccc(S(=O)(=O)N2CCN(C(=O)CCC(=O)Nc3ccc(Br)c(C)c3)CC2)cc1` under LEDGF integ inh: -2
# Entry for `O=C(CCN1CCCCC1)N/N=C/c1c[nH]c2ccccc12` under PRMT1 inh: 2
# Entry for `COc1ccc(O)c(CN2CCC(n3nccc3NC(=O)c3ccccc3Cl)CC2)c1` under DDE Tn7 FP inh: -7
# Entry for `CS(=O)(=O)N(CCc1ccccc1)CC(=O)Nc1ccc(Br)cc1F` under ABHD4 inh: -3
# Entry for `CC(OC(=O)c1ccc(-n2cnnn2)cc1)C(=O)N(C)c1ccccc1` (configuration not stated) under UHRF1 binding: 0
# Entry for `Oc1ccc(-c2c(-c3ccsc3)sc3ccccc23)cc1` under UHRF1 binding: 5
